hgDAF12 agonist = agonists of H. glycines DAF-12 nuclear receptor; HEK293 GAL4-hgDAF12 UAS-luciferase reporter, agonist luminescence; normalized to butyrate control; activation, % at 6.8 µM; 370,000 tested, 1.8% active; AID 687014;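 active = activation above a cutoff set at the mean of all screened compounds plus 3 SD, cut at about 10% in these data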;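 note: 0% = DMSO wells and 100% = sodium butyrate wells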
SMARCA2 act = SMARCA2 function activation, primary screen | MG213 cells, MMTV-luciferase reporter, dexamethasone, overnight | activation, % at 9.1 µM | 370,000 tested, 1% active | AID 652017; in the data active = activation above about 7.8%;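 note: 0% = vehicle wells and 100% = reference activator wells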
PG9 binder = PG9 antibody binding by small molecule | TR-FRET gp120-PG9 antibody binding | inhibition, % at 6.7 µM | 360,000 tested, 0.43% active | AID 624416; in the data active = inhibition above about 8.5%
hcDAF12 agonist = activators of H. contortus DAF-12 nuclear receptor; HEK293 hcDAF-12 lit1-tk-luc reporter, luminescence; 0% DMSO, 100% Δ7-dafachronic acid; activation, % at 6.8 µM; 370,000 tested, 1.4% active;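 active = activation above the mean of all tested compounds plus 3 SD, cut at about 5.5% in these data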;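 note: 100% = response to 3 µM Δ7-dafachronic acid high control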
ssDAF12 agonist = activators of S. stercoralis DAF-12 nuclear receptor; HEK293 ssDAF-12/GRIP1 lit1-tk-luc reporter, luminescence; % of 3 µM dafachronic acid response; activation, % at 6.8 µM; 370,000 tested, 1% active;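 active = activation above the mean over all tested compounds plus 3 SD, cut at about 0.9% in these data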;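 note: 0% = DMSO-only wells and 100% = 3 µM delta7-dafachronic acid wells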
ADAM17 inh = inhibitors of human ADAM17 | P78536 | recombinant ADAM17, EDANS/DABCYL FRET peptide cleavage | inhibition, % at 6.95 µM | 370,000 tested, 0.83% active | AID 720648;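 active = inhibition above the mean of compounds lying between control limits plus 3 SD, set per campaign, cut at about 8.5% in these data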;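 note: 0% = DMSO-only wells as the low control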
Target sequence (P78536 215-824 limits assumed): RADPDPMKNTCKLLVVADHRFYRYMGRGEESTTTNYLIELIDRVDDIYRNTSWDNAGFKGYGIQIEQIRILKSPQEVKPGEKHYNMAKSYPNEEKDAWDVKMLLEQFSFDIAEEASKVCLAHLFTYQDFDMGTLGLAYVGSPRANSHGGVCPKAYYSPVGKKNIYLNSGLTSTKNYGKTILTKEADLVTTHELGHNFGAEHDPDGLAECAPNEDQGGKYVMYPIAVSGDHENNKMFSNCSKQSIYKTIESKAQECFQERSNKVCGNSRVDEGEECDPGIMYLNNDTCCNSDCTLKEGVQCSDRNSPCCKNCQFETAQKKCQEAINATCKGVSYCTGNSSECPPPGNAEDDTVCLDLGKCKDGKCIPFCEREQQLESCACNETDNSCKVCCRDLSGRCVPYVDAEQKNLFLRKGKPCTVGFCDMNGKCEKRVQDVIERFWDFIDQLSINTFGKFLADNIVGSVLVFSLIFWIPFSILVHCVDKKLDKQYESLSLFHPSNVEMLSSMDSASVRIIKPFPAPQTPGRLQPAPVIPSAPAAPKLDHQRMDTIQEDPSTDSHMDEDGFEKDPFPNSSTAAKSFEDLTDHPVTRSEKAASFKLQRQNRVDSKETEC
NPR1 activator = GC-A (human) enzyme activation; HEK293 GC-A cells, cGMP TR-FRET, EC30 ANP; 0% at EC30 ANP, 100% saturating ANP; P16066; activation, % at 10 µM; 370,000 tested, 0.14% active; in the data active = activation above about 40%
DAX1 inh-1 = inhibitors of human orphan nuclear receptor DAX1 (NR0B1); P51843; HEK293 Gal4-DAX1 luciferase reporter, luminescence; inhibition, % at 6.75 µM; 340,000 tested, 0.99% active; AID 504766;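 active = inhibition above the mean over all tested compounds plus 3 SD, cut at about 4.2% in these data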;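 note: 0% = DAX1-transfected cells with DMSO and 100% = empty-vector control cells with DMSO; inhibition shows as a rise in luminescence from relieved DAX1 repression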
Target sequence (P51843 207-470 limits assumed): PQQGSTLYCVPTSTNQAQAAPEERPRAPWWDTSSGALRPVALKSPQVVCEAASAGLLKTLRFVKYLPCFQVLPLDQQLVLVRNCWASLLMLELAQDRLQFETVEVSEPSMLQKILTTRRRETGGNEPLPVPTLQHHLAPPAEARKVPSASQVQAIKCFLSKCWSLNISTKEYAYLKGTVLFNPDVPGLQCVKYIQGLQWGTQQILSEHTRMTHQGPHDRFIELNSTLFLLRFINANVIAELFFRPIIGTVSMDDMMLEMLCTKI
DAX1 inh-2 = blocks DAX1 repression of SF-1 activated StAR promoter | HEK293T StAR-luciferase reporter, SF-1/DAX-1 repression relief | inhibition, % at 6.8 µM | 370,000 tested, 1.1% active | AID 652010;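 active = inhibition above the mean over all tested compounds plus 3 SD, cut at about 3.6% in these data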;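 note: 0% = DAX-1 cells with DMSO and 100% = cells lacking DAX-1 with DMSO; higher inhibition means more luminescence from relief of DAX-1 repression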
FXN GAA850 act = increases GAA850 frataxin promoter reporter activity; HEK293 lucGAA850 FXN promoter luciferase reporter, 24 h; percent of 10 µM SAHA response; 360,000 tested, 0.56% active; activation, % at 6 µM;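 active = activation above the average of all compounds screened plus 3 SD, cutoff fixed separately per campaign, cut at about 7.5% in these data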;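 note: 0% = DMSO wells and 100% = 10 µM SAHA wells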
ADAM10 inh = inhibits human ADAM10; O14672; recombinant ADAM10, EDANS/DABCYL FRET peptide cleavage, 3 h; inhibition, % at 7 µM; 370,000 tested, 0.62% active; AID 720582;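 active = inhibition above a per-campaign cutoff equal to the mean of compounds falling between control-based bounds plus 3 SD, cut at about 20% in these data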;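 note: 0% = DMSO wells while the 100% control is not disclosed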
An asterisk follows results filed as active; . = no result given.

Each structure is followed by: hgDAF12 agonist, SMARCA2 act, PG9 binder, hcDAF12 agonist, ssDAF12 agonist, ADAM17 inh, NPR1 activator, DAX1 inh-1, DAX1 inh-2, FXN GAA850 act, ADAM10 inh
[1] COC(=O)c1cc(CNC(=O)c2ccccc2OCc2c(C)noc2C)ccc1OC
 : -1.4, -2, -1.3, -0.3, -1.1, -1, 0, -0.5, 1.0, 0.1, -7
[2] CCOC(=O)N1CCN(C(=O)c2ccc(CS(=O)Cc3ccc(C)cc3)o2)CC1 (stereo not given)
 : 0.8, -3, -1.2, 3.6, -1.1, -5, -3, -0.1, -1.2, 1.6, -7
[3] CC(=O)c1c(C)[nH]c(C(=O)OCC(=O)Nc2ccc3[nH]c(=O)[nH]c3c2)c1C
 : 2.3, -3, -2.3, 1.0, -1.7, -3, 2, 0.1, -0.1, 1.0, -13
[4] Clc1ccc(-c2csc(NNC3=NCCCCC3)n2)cc1
 : 4.7, 1, -3.3, 1.8, -0.2, -2, -4, 1.9, 0.8, 0.4, -11
[5] CCCn1c(NCc2ccccn2)nc2ccccc21
 : 2.4, 0, -0.7, 0.3, -1.0, 0, -2, 0.1, 0.7, 2.1, 4
[6] COc1cccc(CN(CC(=O)NCC2CCCO2)C(=O)CNS(=O)(=O)c2ccccc2)c1 (stereo not given)
 : -0.3, -1, -0.3, -1.1, -1.9, -4, 0, 0.8, -0.2, 0.9, 4
[7] O=C(Nc1ccc(Cl)c(Cl)c1)Nc1nnc(CSc2ccccc2)s1
 : 2.4, -6, -2.2, 1.2, -0.3, 5, 12, -1.2, 1.3, -0.4, 5
[8] Cc1cc(C)n2nc(C(=O)OCC(=O)NC3CCCCC3)nc2n1
 : 1.2, 1, -1.6, -0.3, -0.8, -3, 0, -0.2, 0.0, -0.3, 1
[9] CCCCN1C(=O)C(=O)N(CC(=O)Nc2ccccc2C(C)=O)C1=O
 : 3.0, -2, -0.3, -0.6, -0.7, -3, 0, -0.4, 0.0, 2.5, -11
[10] CN(C)S(=O)(=O)n1cc(/C=C(\NC(=O)c2ccccc2F)C(=O)N2CCCCC2)c2ccccc21
 : -1.1, 4, -0.6, -1.3, -0.9, 2, -5, 0.8, -0.9, 0.8, 3
[11] COc1ccc(CC(=O)Nc2c(C(N)=O)oc3ccccc23)cc1OC
 : -0.5, -3, -1.7, 1.3, -0.8, -4, 0, 0.0, -0.6, 1.4, -1
[12] COc1cc(NC(=O)c2ccc(S(=O)(=O)N(C)c3ccccc3OC)cc2)cc(OC)c1
 : -4.2, -2, -2.4, -3.2, -2.1, 9.4*, -3, -2.9, -2.5, -3.2, 19
[13] CC(=O)Nc1ccc(NC(=O)CSc2nc3ccccc3nc2N2CCCCC2)cc1
 : 0.5, 1, -2.1, -1.6, -1.1, 2, -1, 0.6, -0.4, 0.2, 9
[14] NC(=O)NCC12CC3CC(CC(C3)C1)C2
 : 2.0, -1, 1.0, -1.2, -0.6, -3, 3, 0.8, -0.1, 2.0, -2
[15] CC(=O)Nc1ccc(S(=O)(=O)N2CCN(c3nc(NC4CCCC4)c4ccccc4n3)CC2)cc1
 : -3.7, 3, -0.2, -3.0, -1.5, -53, 6, 0.5, -0.7, 2.0, -197

Records 8 to 15 from above:
Each structure is followed by: hgDAF12 agonist, SMARCA2 act, PG9 binder, hcDAF12 agonist, ssDAF12 agonist, ADAM17 inh, NPR1 activator, DAX1 inh-1, DAX1 inh-2, FXN GAA850 act, ADAM10 inh
[8] Cc1cc(C)n2nc(C(=O)OCC(=O)NC3CCCCC3)nc2n1
 : 1.2, 1, -1.6, -0.3, -0.8, -3, 0, -0.2, 0.0, -0.3, 1
[9] CCCCN1C(=O)C(=O)N(CC(=O)Nc2ccccc2C(C)=O)C1=O
 : 3.0, -2, -0.3, -0.6, -0.7, -3, 0, -0.4, 0.0, 2.5, -11
[10] CN(C)S(=O)(=O)n1cc(/C=C(\NC(=O)c2ccccc2F)C(=O)N2CCCCC2)c2ccccc21
 : -1.1, 4, -0.6, -1.3, -0.9, 2, -5, 0.8, -0.9, 0.8, 3
[11] COc1ccc(CC(=O)Nc2c(C(N)=O)oc3ccccc23)cc1OC
 : -0.5, -3, -1.7, 1.3, -0.8, -4, 0, 0.0, -0.6, 1.4, -1
[12] COc1cc(NC(=O)c2ccc(S(=O)(=O)N(C)c3ccccc3OC)cc2)cc(OC)c1
 : -4.2, -2, -2.4, -3.2, -2.1, 9.4*, -3, -2.9, -2.5, -3.2, 19
[13] CC(=O)Nc1ccc(NC(=O)CSc2nc3ccccc3nc2N2CCCCC2)cc1
 : 0.5, 1, -2.1, -1.6, -1.1, 2, -1, 0.6, -0.4, 0.2, 9
[14] NC(=O)NCC12CC3CC(CC(C3)C1)C2
 : 2.0, -1, 1.0, -1.2, -0.6, -3, 3, 0.8, -0.1, 2.0, -2
[15] CC(=O)Nc1ccc(S(=O)(=O)N2CCN(c3nc(NC4CCCC4)c4ccccc4n3)CC2)cc1
 : -3.7, 3, -0.2, -3.0, -1.5, -53, 6, 0.5, -0.7, 2.0, -197

Later entries:
Each structure is followed by: hgDAF12 agonist, SMARCA2 act, PG9 binder, hcDAF12 agonist, ssDAF12 agonist, ADAM17 inh, NPR1 activator, DAX1 inh-1, DAX1 inh-2, FXN GAA850 act, ADAM10 inh
[16] Cc1ccc(-n2c(SCC(=O)N/N=C/c3ccc(C)s3)nnc2-c2ccccc2)cc1
 : -0.5, -2, 0.1, -0.3, -0.5, 8, -9, -1.6, -0.3, 2.2, 18
[17] COc1ccccc1Nc1nc2nonc2nc1N1CCC(C)CC1
 : 0.9, -2, -1.1, -1.7, -1.1, -1, -2, 1.9, 0.2, 0.0, -5
[18] Cc1ccc(NC2=NCC(=O)N2Cc2ccc3c(c2)OCO3)cc1
 : 2.2, -2, 0.5, -0.4, -1.6, 0, -2, -1.3, -0.3, 0.1, 8
[19] Cc1ccc(C(=O)Nc2nc(-c3ccccn3)cs2)o1
 : -2.1, -2, -0.9, 0.9, -1.5, -7, 1, 2.1, -1.0, -3.5, -10
[20] COc1ccccc1NS(=O)(=O)c1cc(NC(=O)CC(C)(C)C)ccc1N1CCOCC1
 : -1.3, 2, -1.7, -1.5, -1.0, 2, -4, ., -0.3, 3.5, 6
[21] CC(C)N(CCCNC(=O)Cn1ncc2c([nH]c3ccccc32)c1=O)Cc1ccccc1
 : 4.6, -2, -1.2, 5.5, -0.6, -8, -1, 0.7, 0.7, -1.5, -11
[22] Cc1cccc(N2CCN(S(=O)(=O)c3ccc4c(c3)NC(=O)C(C)S4)CC2)c1C (stereo not given)
 : -1.0, -1, 0.6, 0.4, -1.2, -2, -7, -1.2, 0.1, -1.1, -3
[23] O=C1NC(=Nc2cccc(O)c2)S/C1=C\c1cccnc1
 : 1.2, 7.9*, -1.7, -1.6, -1.2, 1, -2, 1.1, -0.1, 0.2, 4
[24] COc1ccc(-c2cnc3c(NC(C)=O)cc(-c4cccc(C(=O)N(C)C)c4)cn23)cc1OC
 : -4.2, -3, -0.3, -2.0, -1.2, -15, 9, ., -2.3, 4.0, -39
[25] Cc1ccc(NC(=O)CN2CCOCC2)cc1
 : 0.2, 3, -2.1, -1.3, -1.8, 2, 2, 2.7, 0.0, 0.3, 6
[26] C/C(=N\NC(=O)c1c(Cl)cnn1C)c1ccc(NC(=O)c2ccc(Br)o2)cc1
 : 8.0, 1, -1.4, 1.3, -0.5, -1, 3, 0.1, 6.3*, 2.1, -4
[27] O=C(Nc1ccc2c(c1)CCC2)c1ncoc1-c1ccccc1F
 : 0.9, 0, 1.6, -0.6, -0.3, -10, -4, 0.3, -0.4, 3.5, -38
[28] O=C(COC(=O)c1cncc(Br)c1)NC12CC3CC(CC(C3)C1)C2
 : -0.8, 0, 1.1, -0.9, -1.5, 0, -4, ., 0.5, 2.2, 1
[29] Cc1ccc(-c2cc3ccccc3nc2N)cc1
 : 7.1, -1, -0.9, 5.4, 0.3, -152, 5, 1.3, 0.9, 6.8, -431
[30] Cc1c(OCC(=O)N2CCC(C(N)=O)CC2)ccc2c3c(c(=O)oc12)CCCC3
 : -1.5, 2, 1.1, -2.6, -1.6, -21, -3, 0.6, 0.7, -0.2, -201
[31] Cc1ccc(SCc2c(-c3ccccc3)nn(C)c2Cl)cc1
 : -1.6, 0, 0.0, -1.8, -1.7, 0, -4, 0.6, 0.2, 2.7, 3
[32] COC(=O)c1ccc(CSc2nnc(NCc3ccccc3)s2)o1
 : 1.0, 1, -1.5, -1.2, -1.4, -1, 1, 3.1, 1.0, 2.9, 14
[33] CC(CCc1ccco1)NC(=O)c1cccc2c1C(=O)N(C1CCCCC1)C2 (stereo not given)
 : 2.2, -3, 0.2, -2.0, -1.3, 4, 7, -0.5, -1.9, 1.5, 11
[34] CN(Cc1nc(CC2CC2)no1)CC12CC3CC(CC(C3)C1)C2
 : -0.6, -2, -0.6, 1.1, -0.8, -1, -3, -0.5, -0.6, 2.5, -2
[35] COCCN(C(=O)CSc1nnc(C)n1-c1ccc(C)cc1)c1c(N)n(Cc2ccccc2)c(=O)[nH]c1=O
 : 0.4, -2, 0.5, -0.3, -0.5, 2, 4, -0.1, -1.8, -0.4, -19
[36] CCc1nc2ccc(C(=O)NCCNC(C)=O)cn2c1N(CCC(C)C)CCN(C)C
 : -1.8, -1, -0.8, 0.3, -1.6, -12, 4, ., 0.5, -0.3, -28
[37] Cc1ccc(C(=O)N(C)CCOc2ccccc2)cc1S(=O)(=O)N1CCCCC1
 : -1.8, -1, -1.4, -1.6, -1.7, -1, 0, -1.1, -1.9, -0.1, 8
[38] COc1ccc(NC(=O)C2Cc3c(-c4ccc5c(c4)OCO5)ccnc3O2)cc1 (stereo not given)
 : 1.9, -2, -0.4, -1.9, -1.5, -16, 18, ., -4.3, -5.1, -52
[39] Clc1ccc(/C=N/Nc2nnc(-c3ncc[nH]3)c3ccccc23)cc1
 : 0.1, 2, -4.0, 2.6, -0.5, -5, 19, 1.6, 0.6, 1.6, 1
[40] O=C1C2C3C=CC(CC3)C2C(=O)N1c1cccc(Br)c1 (stereo not given)
 : -1.1, 1, -1.6, -2.8, -1.6, 0, 2, 0.4, -0.2, -0.1, 4

Full records, quoted from the list. Order of values: hgDAF12 agonist, SMARCA2 act, PG9 binder, hcDAF12 agonist, ssDAF12 agonist, ADAM17 inh, NPR1 activator, DAX1 inh-1, DAX1 inh-2, FXN GAA850 act, ADAM10 inh
Cc1ccc(C(=O)N(C)CCOc2ccccc2)cc1S(=O)(=O)N1CCCCC1 as listed: -1.8, -1, -1.4, -1.6, -1.7, -1, 0, -1.1, -1.9, -0.1, 8
CC(CCc1ccco1)NC(=O)c1cccc2c1C(=O)N(C1CCCCC1)C2 (stereo not given) as listed: 2.2, -3, 0.2, -2.0, -1.3, 4, 7, -0.5, -1.9, 1.5, 11

Assay outcomes: PubChem, several laboratories

No enrichment for hits; about 6.8% have a hit in one of these screens.
